Screening results deposited in PubChem BioAssay by The Scripps Research Institute Molecular Screening Center.
Fh CTSL1 inh – counter-screen for PFM18AAP inhibitors: inhibitors of F. hepatica cathepsin L1; recombinant F. hepatica cathepsin L1, Z-Leu-Arg-MCA fluorescence; inhibition, % at 5.96 µM; actives 0.49% (n = 300,000);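 active = inhibition above the mean of all tested compounds plus 3 SD, set per screening campaign, cut at about 17% in these data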;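 also: 0% = plate median of test compound wells and 100% = 1 µM Z-Phe-Ala-diazomethylketone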
PP1 counter – blocks human PP1-alpha phosphatase, a PP5 counter-screen | purified PP1alpha, OMFP fluorescence | inhibition, % at 6.7 µM | actives 0.9% (n = 320,000);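 active = inhibition above the mean inhibition of all tested compounds plus 3 SD, computed separately for each screening campaign, cut at about 15% in these data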
Target sequence (P62136 whole entry, looked up): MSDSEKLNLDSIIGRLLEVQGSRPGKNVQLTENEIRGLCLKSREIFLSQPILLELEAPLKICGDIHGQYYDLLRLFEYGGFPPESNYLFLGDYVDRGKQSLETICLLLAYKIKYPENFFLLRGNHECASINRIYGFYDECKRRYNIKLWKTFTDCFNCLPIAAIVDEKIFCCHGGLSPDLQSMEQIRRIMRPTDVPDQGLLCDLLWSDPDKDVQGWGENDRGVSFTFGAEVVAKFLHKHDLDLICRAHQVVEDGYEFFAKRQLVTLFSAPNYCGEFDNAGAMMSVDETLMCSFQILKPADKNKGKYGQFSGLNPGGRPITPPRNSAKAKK
PAFAH2 inh – inhibitors of human PAFAH2; Q99487; recombinant PAFAH2, FP-rhodamine activity probe, fluorescence polarization; inhibition, % at 3.39 µM; actives 0.99% (n = 340,000);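 active = inhibition above the mean over all tested compounds plus 3 SD, cut at about 30% in these data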;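 also: inhibitors block probe labeling of enzyme so polarization drops; 0% = enzyme with DMSO and 100% = wells lacking PAFAH2 protein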
TPT1 inhibitor – inhibitors of Candida albicans tRNA 2'-phosphotransferase TPT1; recombinant caTPT1, FP RNA substrate dephosphorylation; inhibition, % at 5 µM; actives 0.81% (n = 300,000); AID 1962;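 active = inhibition above the mean of all tested compounds plus 3 SD, set per screening campaign, cut at about 24% in these data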;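 also: plate controls were DMSO alone for no effect and ferristatin control at 100 nM for full effect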
PP5 inh – inhibitors of human protein phosphatase 5 (PP5) | purified PP5c, OMFP substrate fluorescence | P53041 | AID 1987 | actives 0.18% (n = 320,000) | inhibition, % at 6.7 µM;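 active = inhibition above the campaign's mean inhibition across all tested compounds plus 3 SD, cut at about 9.5% in these data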;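 also: 0% = DMSO only and 100% = 100 µM cantharidin control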
AHR act – activators of human aryl hydrocarbon receptor. actives 2.5% (n = 320,000). activation, % at 5 µM. P35869. AID 2796. AHR-responsive luciferase reporter cells, luminescence; in the data active = activation above about 47%;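 also: 0% = vehicle wells and 100% = reference agonist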
proCasp3 act – activates human procaspase-3 | P42574 | recombinant procaspase-3 D3A, Ac-DEVD-pNA absorbance 405 nm | activation, % at 8.5 µM | actives 0.11% (n = 330,000) | AID 463141;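 active = activation above the mean of all tested compounds plus 3 SD, cut at about 21% in these data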;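 also: 0% = DMSO alone and 100% = DMSO wells spiked with extra 5 µM PC-3 D3A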
Target sequence (P42574 whole entry D9A/D28A/D175A): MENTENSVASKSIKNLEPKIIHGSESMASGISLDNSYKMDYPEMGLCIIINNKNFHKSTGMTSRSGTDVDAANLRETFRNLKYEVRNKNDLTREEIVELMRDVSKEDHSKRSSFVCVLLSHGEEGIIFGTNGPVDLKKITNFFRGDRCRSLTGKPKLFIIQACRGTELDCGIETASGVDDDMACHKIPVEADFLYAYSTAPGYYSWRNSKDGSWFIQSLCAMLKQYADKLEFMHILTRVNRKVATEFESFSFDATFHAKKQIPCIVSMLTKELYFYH
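Assay system – Procaspase-3 D3A mutant, all three cleavage aspartates alanine · Controls – DMSO-only low control, 5 µM PC-3 D3A high control · Schedule – 1 h compound preincubation, 2 h substrate hydrolysis at 25 °C · Signal – 405 nm absorbance of p-nitroaniline, reads at 0 and 120 min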
HCV core dimer – HCV core protein dimerization inhibition; actives 0.33% (n = 300,000); inhibition, % at 5 µM; TR-FRET GST/Flag-core106 dimerization, 1536-well;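 active = inhibition above the mean of all tested compounds plus 3 SD, set per screening campaign, cut at about 45% in these data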
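System: GST-tagged and Flag-tagged HCV core protein residues 1-106 / Input: core106 proteins, GST 13.5 nM and Flag 17 nM / Buffer or medium: KF-containing HEPES buffer, pH 7.45, DTT, CHAPS, BSA / Probe or stimulus: Eu-anti-GST and XL665-anti-Flag labelled anti-tag antibodies / Schedule: 4 h, 22.5 °C incubation / Technique: TR-FRET 671 and 617 nm emission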
proCasp7 act – activates human procaspase-7, counter-screen for procaspase-3 activators; recombinant procaspase-7, Ac-DEVD-pNA absorbance 405 nm; D23A/D198A/D206A triple mutant, cannot self-cleave; scale: DMSO 0, 5 µM enzyme 100; AID 463210; actives 0.093% (n = 330,000); P55210; activation, % at 8.5 µM;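 active = percent activation above the screen-wide mean plus 3 SD, cut at about 25% in these data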
Target sequence (P55210 whole entry D23A/D198A/D206A): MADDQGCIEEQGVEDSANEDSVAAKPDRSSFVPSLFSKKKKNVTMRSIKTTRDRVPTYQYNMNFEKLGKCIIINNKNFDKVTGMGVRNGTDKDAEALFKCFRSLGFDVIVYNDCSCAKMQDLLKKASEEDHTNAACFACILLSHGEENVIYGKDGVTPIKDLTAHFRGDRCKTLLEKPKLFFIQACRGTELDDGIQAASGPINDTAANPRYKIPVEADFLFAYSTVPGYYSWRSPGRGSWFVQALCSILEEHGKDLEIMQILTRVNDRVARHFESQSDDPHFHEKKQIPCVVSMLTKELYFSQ
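Test system: Procaspase-7 triple mutant (PC-7 D3A). Also added: Ac-DEVD-pNA substrate, 400 µM as added. Schedule: 1 h enzyme–compound preincubation and 2 h substrate reaction, both 25 °C. Signal: p-Nitroaniline absorbance at 405 nm, read at 0 and 120 min. Control set: low DMSO alone, high DMSO plus 5 µM PC-7.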
Active calls of the source: *; / = not tested or not shown.

The opening two entries, to show the layout:
structure,Fh CTSL1 inh,PP1 counter,PAFAH2 inh,TPT1 inhibitor,PP5 inh,AHR act,proCasp3 act,HCV core dimer,proCasp7 act
CC(=O)c1ccc(NC(=O)c2ccc(CNc3c(N4CCCC4)c(=O)c3=O)cc2)cc1,-7,-1,62*,1,1.0,-2,6,5,4
Cc1ccc2nc(-c3ccc4c(c3)OCCO4)cc(C(=O)O)c2c1,-1,-1,-1,0,2.8,7,5,-1,-7

Main list, from the start:
structure,Fh CTSL1 inh,PP1 counter,PAFAH2 inh,TPT1 inhibitor,PP5 inh,AHR act,proCasp3 act,HCV core dimer,proCasp7 act
CC(=O)c1ccc(NC(=O)c2ccc(CNc3c(N4CCCC4)c(=O)c3=O)cc2)cc1,-7,-1,62*,1,1.0,-2,6,5,4
Cc1ccc2nc(-c3ccc4c(c3)OCCO4)cc(C(=O)O)c2c1,-1,-1,-1,0,2.8,7,5,-1,-7
COc1ccc(S(=O)(=O)NC(C)C(=O)NCc2cccnc2)cc1C (stereo not given),3,-6,10,-5,3.9,-1,-12,1,-1
CC(C)[C@H](NC(=O)c1cc2cc(Cl)ccc2n1C)C(=O)N1CCC(C(=O)O)CC1,-3,-1,2,-2,1.1,9,4,-1,-4
Clc1cc2nc[nH]c2cc1Cl,11,4,6,-1,1.7,10,-4,-1,2
COc1ccc(C(=O)CCS(=O)(=O)c2ccc(F)cc2)cc1OC,-21,-1,-5,1,0.5,2,-27,-2,-22
CCN1CCN(S(=O)(=O)c2ccc(Cl)c(C(=O)Nc3ccccc3N3CCCC3)c2)CC1,1,-1,1,3,3.4,7,2,0,1
CC(C)c1nnc(NC(=O)C2CCCN2C(=O)Nc2ccccc2)s1 (stereo not given),7,-2,1,1,0.5,-1,2,1,-9
O=c1c2c3c(sc2[nH]c(=S)n1Cc1ccco1)CCC3,1,9,19,3,-2.0,3,-4,48*,-10
CCOC(=O)CCSCC(=O)Nc1cc(C)on1,-3,-5,7,-1,1.9,0,3,0,6
Cc1cccc(NC(=O)CCC(=O)N/N=C/c2ccc(O)cc2O)c1,-3,-2,7,-1,-1.4,9,4,1,12
CC(=O)c1c(CSc2ccccc2)oc2ccc(O)c(CN(C)C)c12,0,-1,-4,-7,-0.4,1,8,-5,-9
CSc1n[nH]c2nc3c(c(=O)n12)C1(CCCC1)Cc1ccccc1-3,-9,-8,13,-3,-5.1,79*,11,-3,12
COc1ccc(-c2ccc3oc(-c4ccc(OC)cc4)c(-c4cc(OC)c(OC)c(OC)c4)c3c2)cc1,-4,-2,3,-5,1.8,-1,6,-15,5
Clc1cccc(NCc2nnc(SCc3ccc(Cl)cc3Cl)o2)c1,4,0,-12,-6,0.6,5,8,-1,-2
O=C(CN1CCC(NC(=O)C2CC2)CC1)Nc1ccccc1[N+](=O)[O-],11,-4,-6,-4,1.5,3,-5,-20,-6
CCCNC(=O)c1ccc2c(c1)nc(C)n2-c1cccc(C)c1,5,2,-6,3,-2.7,-2,0,-2,8
CCC(=O)Nc1ccc(S(=O)(=O)N2CCCCC2)cc1OC,5,-3,2,-1,1.6,3,1,0,3
Cc1ccc2c(c1)COc1c3ccc(C(=O)O)cc3nn1-2,11,-3,9,-2,0.7,-9,5,0,4
O=C(CC(=O)Nc1cccc(Cl)c1)N/N=C\c1ccccc1,-3,1,-3,1,-0.5,2,2,1,14
Cc1nnc(SCC(=O)NC(C)(C)C)n1NCc1c(F)cccc1Cl,2,-1,-4,-1,1.5,0,-1,1,1
O=C(Nc1oc2ccc(Cl)cc2c(=O)c1-c1ccc(F)cc1)c1ccco1,2,3,8,-3,0.8,9,-3,1,8
Cc1cccc(OCCCCN2CCNCC2)c1,6,-1,-3,-1,0.6,-2,6,1,-7
Cc1n[nH]c(=S)n1/N=C/c1c(O)ccc2ccccc12,5,-1,5,1,0.8,20,-11,-7,-13
C#CCOCCOCCOCCNc1nc(N2CCN(C(=O)[C@H](Cc3cc4ccccc4[nH]3)n3cc([C@@H](N)C(C)CC)nn3)CC2)nc(N2CCN(C(=O)[C@H](Cc3cc4ccccc4[nH]3)n3cc([C@@H](N)CC(C)C)nn3)CC2)n1 (stereo not given in full),1,19*,/,-2,0.6,4,9,-30,-1
COc1ccc(C(=O)NCC(=O)NCC(=O)OCC(=O)c2cccs2)cc1,-19,-5,2,-5,3.1,3,-4,2,-6
COc1ccc(CNCc2ccc3c(c2)OCO3)cc1Br,-3,-3,0,-1,1.1,25,0,-1,-7
Cc1ccc(NC(=O)COC(=O)c2ccco2)cc1S(=O)(=O)N1CCOCC1,/,/,66*,/,/,2,-7,/,0
COc1ccc(-c2nnc(SCc3ccc(C(=O)O)cc3)n2C)cc1OC,1,-2,1,0,0.4,1,8,-2,2
O=C(NC(=S)N(CCO)Cc1ccccc1)c1ccc(S(=O)(=O)N2CCCC2)cc1,1,1,3,-2,1.5,3,-13,1,-21
Cc1ccc(N(C)C(=O)C2CCCN2S(=O)(=O)c2ccc3c(c2)n(C)c(=O)c(=O)n3C)cc1 (stereo not given),-5,8,-3,-2,1.8,-2,4,1,-6
O=C1Nc2ccccc2C1Cc1ccccn1 (stereo not given),3,-5,8,-1,-2.1,5,-6,2,1
CCCCNC(=O)c1ccc(CS(=O)(=O)Cc2ccccc2F)o1,-2,-1,-1,-1,-0.7,-2,10,-3,0
Cc1cccc(N=Nc2c(N)n[nH]c2N)c1,3,-6,0,-1,-2.4,2,12,-6,1
COc1ccc(-c2cc(C(F)(F)F)n3nc(C(=O)N4CCCC4)cc3n2)cc1,-4,2,-12,0,-0.4,2,-1,2,1
CC(C)(C)NC(=O)COC(=O)c1ccc(Cl)nc1,-4,1,2,-4,0.2,-1,1,-1,6
COc1ccc(C)cc1NC(=O)C1CCC(CNc2c(N3CCOCC3)c(=O)c2=O)CC1 (stereo not given),-1,-1,5,0,0.1,2,10,4,4
CCCCn1c(=O)nc2n(-c3ccccc3)c3ccccc3cc-2c1=O,8,3,3,2,0.0,3,-4,1,-14
Cc1cc(NC(=O)CSc2nnc(C(F)(F)F)n2C)no1,/,/,-3,/,/,-2,1,/,13
Clc1ccc(-c2nc(C3CCCCC3)no2)cc1,1,-1,6,-3,1.2,3,1,1,4
COc1ccccc1C(=O)Nc1ccc(OCC(=O)N2CCCCC2C)cc1 (stereo not given),/,-4,2,/,-1.2,-5,8,/,-15
CC(=O)c1cccc(N2C(=NC(=O)C(C)C)SC3CS(=O)(=O)CC32)c1 (stereo not given),0,0,-10,3,1.1,1,-5,-7,2
O=C1COc2ccc(C(=O)COC(=O)c3ccccn3)cc2N1,-1,-2,5,3,1.8,0,-6,2,1
O=C(NCC1CCCO1)C1CCC(=O)N1CCc1ccccc1 (stereo not given),1,-3,-6,-3,0.3,1,7,4,-2
O=C(NC1CCCCC1)C(c1ccccc1)N(C(=O)Cc1ccsc1)c1ccccc1 (stereo not given),-2,5,6,-1,3.3,-1,-1,4,4
CC1CCCC(NC(=O)COC(=O)c2cc(=O)[nH]c3ccccc23)C1C (stereo not given),/,/,6,/,/,3,2,/,0
COc1ccc(-c2oc3ccc(N4CCOCC4)cc3c2C#CC2(O)CCCCC2)cc1,-6,0,-2,1,8.1,69*,-21,-1,19
CC(c1ccccc1)C1NC(C(=O)O)CS1 (stereo not given),-3,-4,-4,-4,-1.2,0,5,-2,0
CC1(C)Cc2cccc(OCC(=O)Nc3ccccc3C(F)(F)F)c2O1,3,1,0,1,0.1,0,0,-2,0
CN(CC(=O)Nc1ccccc1C(F)(F)F)Cc1c(O)ccc2ccccc12,1,-1,6,-1,3.9,30,-18,-1,-24

Following part.
structure,Fh CTSL1 inh,PP1 counter,PAFAH2 inh,TPT1 inhibitor,PP5 inh,AHR act,proCasp3 act,HCV core dimer,proCasp7 act
O=C(c1ccc(NC(=S)NCc2ccco2)cc1)N1CCOCC1,-1,-5,0,2,-1.3,3,-6,-2,3
Cc1ccc(S(=O)(=O)c2cn(C)c3cc(N4CCOCC4)c(F)cc3c2=O)cc1,2,-3,-3,1,0.4,-1,7,0,4
CC(C)(C)c1ccc(NC(=O)c2ccc3c(c2)S(=O)(=O)c2ccccc2C3=O)cc1,-3,-3,1,0,1.6,-1,0,-6,-2
COc1ccc(-c2csc(NNC3=NCCCCC3)n2)cc1,0,-4,/,-9,-1.8,31,-25,-13,-30
Cc1ncc(CN2CCN(CCc3ccccc3)C(CCO)C2)s1 (stereo not given),1,-4,-3,-1,-1.9,5,6,-1,-6
CC1CCN(CCCNC(=O)CCCNC(=O)Cn2cnc3sc4c(c3c2=O)CCCC4)CC1,4,-1,17,-7,-1.4,-1,3,-6,8
COc1ccc(N(C)S(=O)(=O)c2cccc(C(=O)Nc3nc(C)c(C(C)=O)s3)c2)cc1,/,1,3,/,4.1,3,1,/,-2
Cc1cc(OCC(=O)N2CCc3ccccc3C2)c2c(-c3ccccc3)cc(=O)oc2c1,-3,0,0,4,6.0,6,-5,2,0
CCOC(=O)c1csc(-c2sccc2Br)n1,3,-3,-2,4,1.1,2,6,31,9
COc1ccc(N2CCN(c3nc(NCCO)nc(N4CCOCC4)n3)CC2)cc1,8,7,-5,1,-9.1,3,-11,-10,-13
CC(=O)c1cccc(NC(=O)CCCNC(=O)c2ccc(Cl)cc2)c1,0,-9,-4,1,-1.3,5,8,4,-2
O=C(/C=C/c1cccnc1)c1ccc([N+](=O)[O-])cc1,-1,4,3,-1,-0.3,8,-5,2,-2
COc1cc2c(cc1OC)C(C)N(C(=O)Nc1cc(C)cc(C)c1)CC2 (stereo not given),-4,-2,9,0,0.5,6,-3,-1,-7
Cc1nnc(NC(=O)c2oc3ccccc3c2C)s1,2,2,2,0,1.1,62*,2,4,-11
CSc1ccccc1NC(=O)c1cc(C(C)C)on1,-1,1,-5,1,3.2,13,-6,-2,0
CCOC(=O)C1=C(COC(=O)c2ccc([N+](=O)[O-])s2)NC(=O)NC1C (stereo not given),/,/,36*,/,/,0,5,/,-4
CCOc1cc(C2NC(=O)NC(c3ccccc3)=C2C(C)=O)ccc1OCC(N)=O (stereo not given),-4,1,10,2,-2.0,0,1,0,10
O=C(Cc1ccccc1)N[C@@H](Cc1ccccc1)c1nc2ccccc2[nH]1,1,-1,4,-2,0.9,4,1,-1,5
COc1ccc(-c2nnn(CC(=O)OC3CCCCC3)n2)cc1OC,2,-1,3,2,0.8,3,2,-4,-4
Cn1ccnc1SCC(=O)Nc1cccc2ccccc12,-5,-2,-10,-1,-1.1,10,2,-4,-4
CC1(C)CC(=O)c2sc(NC(=O)CN3C(=O)CCC3=O)nc2C1,5,-3,-5,-7,-0.3,2,-7,8,4
O=C(Nc1nccs1)c1ccc(S(=O)(=O)c2ccccc2)cc1,0,-2,5,3,3.0,16,10,-6,10

Random draw from the library. Share with any hit: about 5.6%.
